Assay outcomes: PubChem BioAssay, National Center for Advancing Translational Sciences (NCATS)
GLP1R inv ag: inverse agonists of human GLP-1 receptor; Potency, µM (top dose mostly 38.3 µM), for inactives: at the top dose activity change, negative = inhibition, most hits filed as inhibitors; 410,000 tested, 1.6% active; HEK293 GLP-1R CRE-luciferase, luminescence, 24 h; GLP-1R form is constitutively active; also: % is scaled to controls: 0 for no effect and ±100 for the full control effect; nearly all actives have a fitted effect of over 55% in size
Target sequence (P43220 whole entry, looked up): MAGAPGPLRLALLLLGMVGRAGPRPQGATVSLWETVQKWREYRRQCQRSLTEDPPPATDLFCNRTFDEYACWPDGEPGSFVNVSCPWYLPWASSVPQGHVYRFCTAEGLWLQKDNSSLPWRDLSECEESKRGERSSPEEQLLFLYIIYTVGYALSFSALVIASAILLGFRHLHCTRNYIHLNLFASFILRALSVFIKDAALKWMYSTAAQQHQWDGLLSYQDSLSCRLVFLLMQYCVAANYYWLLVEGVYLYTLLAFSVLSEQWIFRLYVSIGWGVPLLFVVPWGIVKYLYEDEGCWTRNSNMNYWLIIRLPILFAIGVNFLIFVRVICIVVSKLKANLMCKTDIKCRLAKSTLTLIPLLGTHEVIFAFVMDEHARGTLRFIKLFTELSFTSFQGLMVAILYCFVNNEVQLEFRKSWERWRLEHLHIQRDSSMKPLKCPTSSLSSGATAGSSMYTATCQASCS
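GLP-1R inverse agonism mode: basal reporter luminescence in engineered HEK293 cells measured after one day of compound exposure at 37 deg C, with a 12 min room-temperature detection step.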
KB-3-1 tox: KB-3-1 parental cell cytotoxicity | Potency, µM (series often up to 46.1 µM), inactives show top-dose activity change, negative = cytotoxic, hits mostly cytotoxic | KB-3-1 viability, CellTiter-Glo ATP luminescence, 72 h | 400,000 tested, 1.4% active; also: % is scaled to controls: 0 for no effect and ±100 for the full control effect; nearly all actives have a fitted effect of over 60% in size
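KB-3-1 cells, DMEM (no phenol red) + 10% FBS; compound by pin transfer, 72 h, 37 °C. Readout: CellTiter-Glo luminescence after 10 min. Data normalized, curve-fitted.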
HT1080-NT tox: kills 2HG-producing HT-1080-NT fibrosarcoma cells | HT-1080-NT fibrosarcoma viability, CellTiter-Glo ATP luminescence, 48 h | Potency, µM (series often up to 46.1 µM), inactives show at the highest dose activity, negative = less viability, actives largely listed as cytotoxic | 360,000 tested, 1.6% active | AID 686970;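 also: NT is the 2HG producing partner of a matched IDH1 knockdown line; 0% = DMSO-treated cells and -100% = media-only wells without cells; nearly all actives have a fitted effect of over 55% in size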
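Compounds were tested in concentration-response format on HT-1080-NT cells for 48 hours at 37 degrees C. Cell viability came from CellTiter-Glo luminescence; curves were classified by r2, response magnitude and activity.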
HEK293 tox: cytotoxicity in counter-screen for GLP-1R inverse agonists. 410,000 tested, 0.13% active. Potency, µM (top dose mostly 38.3 µM), for the others: top-dose activity change, negative = inhibition, hits mostly inhibitors. HEK293 cAMP-luciferase reporter cells, luminescence, 24 h;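 also: loss of luciferase light is scored as toxicity; % is scaled to controls: 0 for no effect and ±100 for the full control effect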
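Compound-treated cells are incubated 24 hr at 37 deg C under 5% CO2 after a 12 hour attachment period, then luciferase detection reagent is added and luminescence is measured following 12 min at room temperature; lowered signal indicates toxicity.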
TDP43 rescue: inhibitors of TDP-43 toxicity in yeast. TDP-43 expressing yeast growth rescue, BacTiter-Glo, 24 h. Potency, µM (highest dose often 46.1 µM), for the others: top-dose growth rescue (activation), most hits filed as activators. 410,000 tested, 1.8% active. AID 652104; also: % of control where 0% means no effect; nearly all actives have a fitted effect of over 50% in size
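Galactose-induced TDP-43 yeast, OD600=0.02, compound pinned; 24 hr, 30 deg C; BacTiter-Glo luminescence for growth. Inhibitors of TDP-43 toxicity read as activators.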
SW480 rereplic: induces DNA re-replication in SW480 colon adenocarcinoma cells; SW480 DNA re-replication, Hoechst DNA content imaging, 48 h; Potency, µM (highest dose often 46.1 µM), inactives show at the highest dose re-replication activation, most hits filed as activators; 340,000 tested, 1.8% active; AID 624297; also: % of control where 0% means no effect; nearly all actives have a fitted effect of over 55% in size
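Image-based DNA-content assay: after two days of treatment, nuclei were labelled with the DNA dye Hoechst and imaged, and hits were compounds raising the count of nuclei showing high fluorescence intensity.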
HT1080 IDH1KD tx: kills HT-1080 cells with IDH1 knockdown; AID 686971; 360,000 tested, 2% active; HT-1080 IDH1 knockdown viability, ATP luminescence, 48 h; Potency, µM (titrated, usually from 46.1 µM), for the others: at the top dose activity, negative = toxicity, most hits filed as cytotoxic;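 also: 0% = DMSO wells and -100% = cell-free medium wells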
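Knockdown cells (IDH1KD HT-1080) received compounds 2 h after plating at 750 cells/well and were kept 48 h at 37 °C in 5% FBS RPMI. A CellTiter-Glo luminescence read gave % activity for curve fitting.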
KB-V1 cytotox: KB-V1 MDR subline cytotoxicity | 400,000 tested, 3.4% active | Potency, µM (series often up to 46.1 µM), inactives show at the top dose activity change, negative = cytotoxicity, most hits filed as cytotoxic | KB-V1 MDR cells viability, CellTiter-Glo, 72 h; also: % is scaled to controls: 0 for no effect and ±100 for the full control effect; nearly all actives have a fitted effect of over 60% in size
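Potencies derive from concentration-effect curves fitted to normalized luminescence (CellTiter-Glo) of KB-V1 cells treated for 72 h at 37 degrees C in phenol-red-free DMEM containing 10% FBS.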
GLP-1R agonist: GLP-1 receptor (human) agonism | 380,000 tested, 0.007% active | Potency, µM (top dose mostly 45.6 µM), without a hit: at the highest dose activation, hits mostly activators | HEK293 GLP-1R CRE-luciferase, luminescence, 4-6 h; cells express a hypersensitive GLP-1R form; also: % of control where 0% means no effect
Starred values were filed as active, the others as inactive; i = inactive; u = inconclusive; x = no result given; & = joins results of further samples; [ ] = another dose, or the depositor's remark. Calls follow the shape of the dose curve; as a rule, active = well fitted curve in the direction sought with a large enough effect; inconclusive = small, poorly fitted or top-dose-only effect, or another doubt; inactive = no such curve, though single readings can be large; an effect the other way counts as inactive or inconclusive. Potency is read from the fitted curve at half-maximal effect.

SMILES	GLP1R inv ag	KB-3-1 tox	HT1080-NT tox	HEK293 tox	TDP43 rescue	SW480 rereplic	HT1080 IDH1KD tx	KB-V1 cytotox	GLP-1R agonist
C#CCOC(=O)c1ccccc1C(=O)N(CC)CC	-12%	0%	23%	-12%	-8%	-1%	-4%	-18%	-18%
CC(=O)Nc1ccc(NC(=O)c2ccc(N(C)S(=O)(=O)c3ccc(C)cc3)cc2)cc1	-30%	4%	u	u	-19%	6%	u	0%	0%
Cc1ccc2cc(CN(C(=O)c3cccnc3)C(C)C)c(=O)[nH]c2c1	11%	8%	4%	1%	-23%	2%	-16%	u	-6%
O=C(Nc1cnn(Cc2c(Cl)cccc2Cl)c1)c1ccc([N+](=O)[O-])cc1	u	3%	-2%	-28%	19%	-1%	-9%	u	-1%
CN(C)S(=O)(=O)c1ccc(NC(=O)C2CC(=O)N(Cc3ccccc3)C2)cc1 (stereo not given)	2%	0%	9%	7%	-8%	u	10%	8%	6%
Cc1cc(S(=O)(=O)N2CCN(c3ccccc3O)CC2)c(C)s1	u	12%	-3%	2%	8%	3%	-8%	1%	20%
Cc1c(N(C(=O)CNC(=O)c2ccccc2)C2(C(=O)NC3CCCCC3)CCCCC2)c(=O)n(-c2ccccc2)n1C	16%	-2%	u	1%	5%	-8%	29%	2%	-3%
O=C(c1ccc(CS(=O)c2cccc(Cl)c2)o1)N1CCOCC1 (stereo not given)	-14%	19%	0%	7%	-4%	2%	2%	1%	3%
Cc1ccc(C(=O)N/C(=C\c2cccs2)C(=O)N2CCOCC2)cc1C	2%	14%	-1%	1%	16%	-5%	8%	8%	10%
COC(=O)C(C)Oc1ccc(Oc2nc(Cl)ccc2Cl)cc1 (stereo not given)	-21%	5%	13%	21%	26%	i[1.84 µM]	3%	17%	10%
CC1(c2cc(C(F)(F)F)n3nc(C(=O)O)cc3n2)CC1	-5%	-6%	-1%	3%	-18%	5%	3%	11%	-4%
CC(C)(C)OC(=O)N1CCC(c2c(C(=O)NC3CCCCC3)cnn2-c2cccc(Cl)c2)CC1	-4%	-2%	x	0%	7%	x	x	0%	x
CC1CCC(NC(=O)CN(C)S(=O)(=O)c2cccc3cccnc23)CC1 (stereo not given)	4%	-2%	0%	6%	19%	-4%	10%	u	13%
CCOC(=O)c1ccc(NC(=O)c2sc3nc(N4CCOCC4)c4c(c3c2N)CCCC4)cc1	-7%	0%	1%	19%	18%	u	0%	-1%	-6%
O=C(COc1ccc2ccccc2c1)NN1C(=O)c2ccccc2C1=O	9%	6%	-2%	6%	6%	2%	0%	0%	0%
Nc1ccncc1N	u	21µM*	-15%	305%[activator]	-21%	u	3%	u	-4%&5%
CC(=O)N1N=C(c2ccc(C)cc2)OC1c1ccc(C)cc1 (stereo not given)	-11%	-2%	0%	-13%	-5%	0%	-6%	0%	-17%
Cc1c(Br)c([N+](=O)[O-])nn1C(C)C(=O)NCc1ccco1 (stereo not given)	-2%	4%	20%	9%	6%	-4%	21%	1%	1%
CC(=O)c1ccc(NC(=O)c2ccc3c(Cl)c4c(nc3c2)CCCC4)cc1	21%	u	-8%	-15%	18%	-7%	-7%	16µM*	0%
CC(C)CCN(C(=O)CNC(=O)c1cccs1)C(C(=O)NC1CCCCC1)c1cccnc1 (stereo not given)	0%	0%	-7%	-3%	-7%	-48%[inhibitor]	6%	-5%	12%

Random excerpt: 6 compounds from above
SMILES	GLP1R inv ag	KB-3-1 tox	HT1080-NT tox	HEK293 tox	TDP43 rescue	SW480 rereplic	HT1080 IDH1KD tx	KB-V1 cytotox	GLP-1R agonist
CC1CCC(NC(=O)CN(C)S(=O)(=O)c2cccc3cccnc23)CC1 (stereo not given)	4%	-2%	0%	6%	19%	-4%	10%	u	13%
CCOC(=O)c1ccc(NC(=O)c2sc3nc(N4CCOCC4)c4c(c3c2N)CCCC4)cc1	-7%	0%	1%	19%	18%	u	0%	-1%	-6%
C#CCOC(=O)c1ccccc1C(=O)N(CC)CC	-12%	0%	23%	-12%	-8%	-1%	-4%	-18%	-18%
CC(C)(C)OC(=O)N1CCC(c2c(C(=O)NC3CCCCC3)cnn2-c2cccc(Cl)c2)CC1	-4%	-2%	x	0%	7%	x	x	0%	x
Nc1ccncc1N	u	21µM*	-15%	305%[activator]	-21%	u	3%	u	-4%&5%
Cc1ccc(C(=O)N/C(=C\c2cccs2)C(=O)N2CCOCC2)cc1C	2%	14%	-1%	1%	16%	-5%	8%	8%	10%

More records:
SMILES	GLP1R inv ag	KB-3-1 tox	HT1080-NT tox	HEK293 tox	TDP43 rescue	SW480 rereplic	HT1080 IDH1KD tx	KB-V1 cytotox	GLP-1R agonist
CC(=O)N/C(=N\c1nc(C)cc(C)n1)Nc1ccc2ccccc2c1	u	-9%	18%	10%	9%	2%	17%	u	1%
COc1ccc(NC(=O)C2C(c3ccccc3)C2(Cl)Cl)c(OC)c1 (stereo not given)	u	8%	-25%	-24%	6%	u	-23%	-8%	-3%
O=C(NCc1ccccc1)NC1(C(=O)N2CCN(c3ncccn3)CC2)CCCCC1	-20%	-25%	1%	-1%	-1%	4%[9.22 µM]	0%	-3%	-1%
CCOc1ccc(NC(=O)CCSc2nnc(C)s2)cc1	3%	0%	7%	-9%	0%	19%	18%	2%	8%
CCCCCCNC1=NCCS1	-17%	-4%	-6%	20%	9%	5%	-5%	u	1%
Cc1[nH]c2ccccc2c1SCCNC(=O)c1ccc(F)cc1	u	-19%	x	-8%	u	x	x	u	x
Cc1ccc2nc(-c3cccnc3)oc2c1	11%	-1%&0%	1%	0%	13%	-4%	2%	-12%&-13%	-7%
O=C(C1COc2ccccc2O1)N1CCn2c(nc3ccccc32)C1 (stereo not given)	-20%	-2%	10%	-7%	17%	-7%	6%	5%	1%
COc1cccc2sc(N3CCN(C(=O)c4cccs4)CC3)nc12	-10%	0%	-3%	-1%	24%	-7%	-2%	-17%	7%
N#C/C(=C/c1ccc(-c2ccc([N+](=O)[O-])cc2)o1)C(=O)Nc1nc(-c2cccs2)cs1	2%	-7%	-3%	-2%	-13%	u	0%	-9%	2%
O=[N+]([O-])c1ccc2c(c1)Cc1cc(F)ccc1-2	30%	-18%	u	-8%	-22%	-2%	30%	u	6%
COC(=O)[C@@]12C[C@@H](CC(=O)NCCC(C)C)C(=O)N(Cc3ccc4c(c3)OCO4)C1=CCC(C)(C)C2	u	-16%	u	-10%	28%	x	u	u	x
Cc1nc(N2CCN(c3ccccc3)CC2)nc2c1C(=O)CCC2	23%	-10%	1%	7%	13µM*	9%	1%	u	2%
Cc1cc[n+](C(C)C(=O)c2ccc(-c3ccccc3)cc2)cc1 (stereo not given)	u	u	-30%	u	8%	17%	u	1%	0%
COc1ccc(-c2noc(CCC(=O)N3CCC(c4cc(C)ccc4C)CC3)n2)cc1	15%	7%	-10%	3%	20%	11%	-1%	0%	13%
COc1ccc(CC(=O)NC(C)c2ccc(S(N)(=O)=O)cc2)cc1S(=O)(=O)N1CCOCC1 (stereo not given)	-3%	0%	8%	-7%	-1%	-1%	1%	u	8%
O=S(=O)(c1cccc(F)c1)N1CCCN(c2ccc(C(F)(F)F)cn2)CC1	u	5%	-7%	8%	u	-4%	-2%	-15%	8%
O=C(OCC#CCSc1nnc(-c2cccc3ccccc23)o1)c1ccc(Br)cc1	x	0%	x	x	x	10%	x	0%	-1%
Cc1cc(C)n(-c2ccc(C(=O)N3CCN(S(=O)(=O)c4ccc(OC(F)(F)F)cc4)CC3)cc2)n1	u	-12%	3%	1%	18%	x	-2%	2%	11%
CCC(=O)N1CCc2cc(S(=O)(=O)NC(C(=O)NCc3ccc(F)cc3)C(C)C)ccc21 (stereo not given)	0%	-2%	0%	-11%	-5%	0%	7%	u	-11%
Cc1ccccc1C(=O)Oc1ccccc1C(=O)N1CCOCC1	0%	2%	-3%	-1%	11%	0%	6%	u	-6%
COc1cc(CN2CCC(n3nccc3NC(=O)C3CC3)CC2)cc(OC)c1	-11%	x	-5%	-8%	1%	2%	-6%	x	-3%
O=C(O)c1cc(C(F)(F)F)nc2ccccc12	-3%	0%	17%	8%	16%	-8%	9%	0%	-5%
O=C(O)CCc1nc(-c2ccccc2)no1	16%	-1%	16%	-6%	u	-2%	16%	18%	-9%
COc1ccc(CNC(=O)Cn2cnc3c(SC)nc(N)nc32)cc1	5%	-21%	-18%	3%	-5%	-39%[inhibitor]	5%	17%	-1%
CC1Cc2ccccc2N1C(=O)c1cc2c(=O)n3ccccc3nc2n1C (stereo not given)	u	u	-18%	-13%	u	14%	11%	5.8µM*	0%
O=C(CCN1C(=O)C2CCCCC2C1=O)N1CCN(S(=O)(=O)c2ccccc2)CC1 (stereo not given)	-19%	8%	5%	-3%	5%	-34%[inhibitor]	-1%	20%	6%
Cn1c(-c2ccc(C(=O)c3ccccc3)s2)nc2ccccc21	37%[activator]	-3%	u	58%[activator]	-6%	0%	u	-12%	2%
Cc1cc(Oc2ccc(Cl)cc2)nc(-c2ccccc2O)n1	2%	15%	10%	-8%	9%	3%	-1%	-3%	-1%
COc1ccc(CNC(=O)OC2CC3CC2[C@H]2CCCCN2C3=O)cc1 (stereo not given in full)	20%	26%	17%	2%	3%	x	5%	-12%	-2%
CCOc1ccc(S(=O)(=O)N(C)c2ccc(OCC(=O)NCC3CCCCC3)cc2)cc1	u	u	-2%	-20%	21%	-1%	-7%	u	4%
COc1ccc2cc(CO)c(Cl)nc2c1	2%	u	-1%	-6%	15%	13%	-1%	11%	10%
CCc1nn(CC(=O)NCCc2ccc(Cl)cc2)c(=O)c2cccn12	18%	11%	-4%	8%	7%	0%	-11%	u	-2%
CCN1C(=O)C(CC(=O)Nc2c(C)cccc2C)Nc2cc(S(=O)(=O)N(C)C)ccc21 (stereo not given)	4%	u	-4%	-4%	8%[9.22 µM]	-13%	5%	-4%	4%
CCCCOCCCNC(=S)Nc1ccc(S(=O)(=O)N2CCOCC2)cc1	u	u	-12%	2%	-1%	63%	0%	18µM*	-5%
